From PubChem
S1P4 agonist = human S1P4 receptor agonism; S1P4-expressing cell line, agonist reporter assay; activation, % at 4.98 µM; AID 1509; O95977; 0.35% of 220,000 active; in the data active = activation above about 11%;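 note: 0% = DMSO vehicle and 100% = reference agonist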
NPY-Y1 PAM-ag = potentiators or agonists of human neuropeptide Y receptor Y1; P25929; NPY-Y1 expressing cells, potentiator/agonist activation; activation, % at 3.6 µM; 0.37% of 220,000 active; in the data active = activation above about 33%, passing the limit was not always enough;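 note: cells stimulated with NPY at EC10 then isoproterenol at EC100; 0% = low agonist plus stimulus and 100% = saturating agonist plus stimulus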
Target sequence (P25929 whole entry, looked up): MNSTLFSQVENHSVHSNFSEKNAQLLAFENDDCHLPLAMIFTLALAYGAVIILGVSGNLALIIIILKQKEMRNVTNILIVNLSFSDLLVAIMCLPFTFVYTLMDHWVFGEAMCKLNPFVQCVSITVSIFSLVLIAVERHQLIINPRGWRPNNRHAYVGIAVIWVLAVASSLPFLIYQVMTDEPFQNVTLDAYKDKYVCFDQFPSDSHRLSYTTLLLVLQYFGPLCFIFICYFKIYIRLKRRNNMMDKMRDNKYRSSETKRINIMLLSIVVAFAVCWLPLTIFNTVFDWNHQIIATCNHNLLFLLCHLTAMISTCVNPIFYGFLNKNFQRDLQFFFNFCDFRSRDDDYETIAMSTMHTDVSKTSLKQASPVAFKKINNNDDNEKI
S1P4 antag = human S1P4 receptor antagonism; AID 1510; inhibition, % at 4.98 µM; S1P4-expressing cells, antagonist mode, reporter read-out; 0.26% of 220,000 active; in the data active = inhibition above about 29%;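 note: 0% = wells stimulated with agonist and 100% = vehicle wells without agonist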
p97 inhibitor = blocks human p97 ATPase activity; recombinant p97 ATPase, Kinase-Glo ATP luminescence, 3 h; inhibition, % at 8 µM; 0.42% of 220,000 active; AID 1481; in the data active = inhibition above about 15%;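 note: 0% = DMSO vehicle and 100% = wells lacking enzyme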
EP2 modulator = EP2 receptor (human) modulation; P43116; EP2-expressing cells, cAMP HTRF FRET, PGE2 co-stimulation; induction, % at 25 µM; 0.83% of 260,000 active; AID 940;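 active = compounds whose cAMP rise, as percent of the full-agonist control response, exceeds 60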;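 note: rat C6 glioma line stably carrying human EP2 under a CMV promoter; the protocol text gives 20 µM as final concentration; 100% = response of wells given 1 µM PGE2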
EP2 antag = blocks the human prostaglandin E2 receptor EP2; AID 1422; 0.52% of 260,000 active; inhibition, % at 25 µM; C6 glioma cells expressing human EP2, cAMP TR-FRET; cells stimulated with saturating PGE2;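 active = percent inhibition above 40 after rounding to a whole number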;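 note: rat C6 glioma host cells with rolipram phosphodiesterase inhibitor present; the protocol text gives 20 µM as final concentration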
eIF4E-4G inh = inhibitors of eIF4E and eIF4G interaction in translation initiation | P63073+Q04637 | TR-FRET eIF4E-eIF4GI(517-606) binding, 2 h | inhibition, % at 21.7 µM | 0.37% of 220,000 active;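 active = inhibition above about 30%, limit read from the data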;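 note: 0% = full FRET control wells and 100% = background wells lacking eIF4GI fragment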
NPY2 pot ag = potentiators or agonists of human neuropeptide Y receptor Y2. activation, % at 3.6 µM. AID 1359. cells expressing NPY-Y2, potentiator/agonist read-out. 0.45% of 220,000 active. P49146; in the data active = activation above about 27%;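 note: cells stimulated with NPY near EC25 plus isoproterenol at EC100; 0% = vehicle plus submaximal agonist and 100% = vehicle plus saturating agonist; some results beyond the cut were filed as inactive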
Target sequence (P49146 whole entry, looked up): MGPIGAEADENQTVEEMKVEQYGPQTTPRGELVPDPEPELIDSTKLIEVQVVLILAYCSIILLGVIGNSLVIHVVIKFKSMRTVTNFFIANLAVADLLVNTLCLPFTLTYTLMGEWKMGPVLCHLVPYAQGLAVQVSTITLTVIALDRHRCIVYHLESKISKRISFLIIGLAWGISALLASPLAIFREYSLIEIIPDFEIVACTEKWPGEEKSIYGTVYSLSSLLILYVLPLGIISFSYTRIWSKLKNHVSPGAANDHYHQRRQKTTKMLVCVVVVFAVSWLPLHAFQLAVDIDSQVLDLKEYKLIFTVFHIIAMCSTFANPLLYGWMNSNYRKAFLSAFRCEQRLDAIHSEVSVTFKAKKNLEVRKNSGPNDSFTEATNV
NPY-Y1 antag = NPY-Y1 (human) receptor antagonism | P25929 | HEK293-CNG Y1 cells, membrane potential fluorescence; NPY at EC95, then isoproterenol | inhibition, % at 3.6 µM | 1% of 200,000 active | AID 1040;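 active = inhibition above the campaign mean inhibition of all tested compounds plus 3 SD, cut at about 20% in these data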;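 note: 0% = DMSO wells given NPY plus isoproterenol and 100% = isoproterenol alone without NPY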
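Material: HEK293 cells with Y1 receptor plus CNG channel; times: compound incubation 1 h at room temperature, readout 45 min post-stimulation; signal: fluorescence, membrane potential probe; read-out basis: fluorescence ratio normalized to % inhibition between controls; benchmarks: full-block control isoproterenol-only wells, zero-block control NPY plus isoproterenol wells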
* hit, by the source's call; / = no result given; & = joins results of further samples; [ ] = remark or other dose. Some of the compounds tested; the hit share may differ from the screen's.

SMILES	S1P4 agonist	NPY-Y1 PAM-ag	S1P4 antag	p97 inhibitor	EP2 modulator	EP2 antag	eIF4E-4G inh	NPY2 pot ag	NPY-Y1 antag
COc1ccc(C(CCN(Cc2ccc(OC)c(OC)c2)C(=O)CCl)c2ccccc2)cc1 (configuration not stated)	0.7	4	-5	5	5	9	7	0	14
CC(C)(C)C1c2[nH]c3ccccc3c2CCN1Cc1cccc(OCCO)c1 (configuration not stated)	-1.8	2	-3	5	4	5	-2	17	0
CCn1c(SCC(=O)c2ccc(O)c(O)c2)nnc1-c1ccccc1OC	-0.8	-2	8	-2	33	8	1	5	-6
CC(C)Oc1ccc(C(=O)Nc2ccc(N(C)C)cc2)cc1	1.1	7	-11	1	-9	16	11	14	2
CCC(=O)c1c(NC(C)C)cc(C)oc1=O	-0.5	-5	-2	2	21	7	-5	5	4
Cc1cc(C)n2nc(C(=O)N3CCN(c4ccc([N+](=O)[O-])cc4)CC3)nc2n1	1.2	19	-24	3	7	5	3	-10	-5
COc1ccc(C2C(C(=O)N3CCN(c4ccccc4)CC3)c3ccccc3C(=O)N2C)cc1OC (configuration not stated)	-1.1	17	-16	5	23	9	3	9	5
O=C(CCO)c1ccc(O)cc1	1.0	-16	-9	2	-5	9	10	-15	5
O=c1c2c(nc3c(-c4ccccc4)c[nH]n13)CCC2	-1.7	11	12	6	-47	16	-7	20	-3
O=C(CCn1ccc2ccccc21)Nc1ccc(N2CCOCC2)cc1	-1.4	11	-15	3	-14	9	-4[fluorescence artefact?]	15	-1
CCCC(C)NC(=O)COc1ccc(S(=O)(=O)N2CCCC2)cc1 (configuration not stated)	-0.2	-12	-3	0	-20&12	10&5	-1	-9	3
CC(=O)c1ccc2cccc3c2c1N=CN3C	0.8	-12	-6	32*	8	/	7[fluorescence artefact?]	-13	3
O=c1c2cnn(-c3ccccc3)c2ncn1Cc1ccccc1F	3.2	0	-17	8	-25	11	2	8	-3
O=C(NCCN1CCOCC1)c1ccc(CS(=O)(=O)c2c(Cl)cccc2Cl)o1	0.0	-14	-12	-1	7	7	-1	-16	3
CCCCNC(=S)N/N=C/c1ccccc1F	-0.7	-8	-4	1	20	7	1	-5	0
CCOC(=O)C1(C(F)(F)F)N=C(C(F)(F)F)Nc2ccc(F)cc21 (configuration not stated)	0.1	3	8	3	35	9	0	2	2
Cc1ccc2[nH]c(C(F)(F)F)cc(=O)c2c1	2.1	-14	5	-6	5	7	6	-13	/
CCOC(=O)C(C)Sc1nnc(CNC(=O)c2ccc(OC)cc2)n1C1CCCCC1 (configuration not stated)	1.2	2	-25	-9	10	10	-6	-6	-1
CCCCn1c(-c2cccnc2)n[nH]c1=S	-2.0	0	-8	-4	16	5	2[fluorescence artefact?]	5	-5
Cc1onc(-c2ccccc2)c1C(=O)n1nnc2ccccc21	2.1	-25	6	-5	48	6	-9	-13	3
Cc1ccc(-n2[nH]c(C)c(C=Nc3ccc(S(=O)(=O)Nc4nccs4)cc3)c2=O)cc1C	-1.5	-12	-16	-36	35	10	5	7	-1
COc1ccc(Nc2nc(NCC3CCCO3)nc(N)c2[N+](=O)[O-])cc1 (configuration not stated)	1.5	12	-8	8	22	16	2	5	/
O=C(NC(=S)NCc1ccc(F)cc1)c1ccccc1	4.3	-17	-14	-4	-43	6	-4[fluorescence artefact?]	-13	23*
Cc1cccc(C)c1OCC(=O)OC/C(O)=C(\C#N)c1nc2ccccc2[nH]1	0.8	-46	-34	-3	-1	8	-3	-5	9
CC(C)(C)OC(=O)NCCCCCNC(=O)c1[nH]cnc1C(=O)N[C@@H](Cc1ccccc1)C(=O)OCc1ccccc1	2.4	58*	9	-6	6	13	-2	30	-7

Part of the list above, bar-delimited:
Molecule | S1P4 agonist | NPY-Y1 PAM-ag | S1P4 antag | p97 inhibitor | EP2 modulator | EP2 antag | eIF4E-4G inh | NPY2 pot ag | NPY-Y1 antag
COc1ccc(Nc2nc(NCC3CCCO3)nc(N)c2[N+](=O)[O-])cc1 (configuration not stated) | 1.5 | 12 | -8 | 8 | 22 | 16 | 2 | 5 | /
O=C(NC(=S)NCc1ccc(F)cc1)c1ccccc1 | 4.3 | -17 | -14 | -4 | -43 | 6 | -4[fluorescence artefact?] | -13 | 23*

Six entries from above, with values under each structure:
Values run as follows: S1P4 agonist | NPY-Y1 PAM-ag | S1P4 antag | p97 inhibitor | EP2 modulator | EP2 antag | eIF4E-4G inh | NPY2 pot ag | NPY-Y1 antag
CCCC(C)NC(=O)COc1ccc(S(=O)(=O)N2CCCC2)cc1 (configuration not stated)
    -0.2 | -12 | -3 | 0 | -20&12 | 10&5 | -1 | -9 | 3
O=C(NCCN1CCOCC1)c1ccc(CS(=O)(=O)c2c(Cl)cccc2Cl)o1
    0.0 | -14 | -12 | -1 | 7 | 7 | -1 | -16 | 3
CCCCn1c(-c2cccnc2)n[nH]c1=S
    -2.0 | 0 | -8 | -4 | 16 | 5 | 2[fluorescence artefact?] | 5 | -5
Cc1onc(-c2ccccc2)c1C(=O)n1nnc2ccccc21
    2.1 | -25 | 6 | -5 | 48 | 6 | -9 | -13 | 3
O=C(NC(=S)NCc1ccc(F)cc1)c1ccccc1
    4.3 | -17 | -14 | -4 | -43 | 6 | -4[fluorescence artefact?] | -13 | 23*
Cc1cc(C)n2nc(C(=O)N3CCN(c4ccc([N+](=O)[O-])cc4)CC3)nc2n1
    1.2 | 19 | -24 | 3 | 7 | 5 | 3 | -10 | -5

Continued.
SMILES	S1P4 agonist	NPY-Y1 PAM-ag	S1P4 antag	p97 inhibitor	EP2 modulator	EP2 antag	eIF4E-4G inh	NPY2 pot ag	NPY-Y1 antag
O=S(=O)(c1ccc(Br)c2nsnc12)N1CCOCC1	0.8	15	79*	8	-28	13	5	-10	-11
O=C(NC1CC1)c1scc2c1OCCO2	1.0	7	4	5	10	12	2	-12	-1
COC(=O)c1c(C(=O)OC)c(C)n(Cc2cccnc2)c1C	1.1	19	-5	2	14	20	4	13	4
Cc1nc2c3ccccc3[nH]c(=O)n2n1	-0.9	-14	-10	4	6	5	3	5	-2
CSCC[C@H](NC(=O)NCCC1=CCCCC1)C(=O)O	0.5	-2	-16	0	-1	7	2	5	0
Nc1c(-c2ccccc2)c(CN2CCOCC2)nn1-c1ccc(F)cc1	-0.9	9	-8	-3	12	9	1	-4	2
CCNC(=S)Nc1ccc(Cl)cc1	-0.1	13	-6	2	3	6	14	6	2
COc1cc(/C=C(\C#N)c2nc3ccccc3[nH]2)cc(Br)c1OCc1ccc(F)cc1	2.0	-1	1	-1	-27	25	-5	1	-4
CCOc1ccc(OCC)c(NC(=O)CN(C)S(=O)(=O)c2cnc[nH]2)c1	-0.2	-13	-81	3	13	12	-1[fluorescence artefact?]	0	-5
Cc1cccc(C(=O)Nc2ccnc(-c3cccnc3)n2)c1	-0.7	-3	-1	5	-66	8	3	1	8
O=C(O)CNS(=O)(=O)c1ccc(F)cc1	0.6	-12	-25	4	-14	8	3[fluorescence artefact?]	1	-9
Cc1ccsc1/C=N/Nc1ncnc2nc[nH]c12	-0.3	-1	9	-2	-7	7	0	-12	1
Cn1c(SCC(=O)N/N=C/c2ccco2)nc2ccccc21	0.0	-12	9	4	-11	-1	2	-3	3
O=C1C(C=NCc2ccccn2)=C(O)c2ccccc21	0.3	-4	18	1	18	13	-16	9	1
COc1ccc(NCC(=O)Nc2ccc(Br)cc2F)c(OC)c1	2.8	35	16	8	-47	11	3	1	/
CC(C)C[C@H](NC(=O)c1nc[nH]c1C(=O)NCc1ccccc1)C(=O)OCc1ccccc1	20*	-8	-21	-4	11	6	1	-4	-1
Cc1ccc(/C=N/NS(=O)(=O)c2ccc([N+](=O)[O-])cc2)o1	-2.8	7	0	3	7	1	4	4	7
O=C(Cn1cnc2c(cnn2-c2ccccc2)c1=O)N1CCCc2ccccc21	-1.0	-13	-13	2	-26	8	2	8	0
Clc1ccc2nnc(Cl)n2n1	1.7	3	-21	4	15	7	-4	4	4
O=c1c2ccccc2nc2n1C(CSCc1ccc(Cl)cc1)CS2 (configuration not stated)	0.0	13	-7	1	18	11	2	6	-5
O=S(=O)(c1ccc2c(c1)nc(COc1ccc(Cl)cc1)n2CC1CCCO1)N1CCOCC1 (configuration not stated)	-0.4	-2	1	-2	-16	5	-1	0	2
Cc1c(C2C(C#N)=C(N)N(c3cccc([N+](=O)[O-])c3)C3=C2C(=O)CCC3)cnn1C (configuration not stated)	-0.5	7	0	2	3	5	2	4	-2
Cc1cccc(-n2cnc3c(sc4nc(N5CCOCC5)c5c(c43)CCCC5)c2=O)c1	0.9	-41	-26	0	11	10	3	-31	/
Cc1c(NC(=O)/C(C#N)=C/c2ccccc2)c(=O)n(-c2ccccc2)n1C	-0.5	3	-5	7	25	3	2	-7	7
Cc1ccc(C)n1-c1ccc(C(=O)O)cc1	-2.1	21	-16	9	12	7	13	6	5
Following part.
SMILES	S1P4 agonist	NPY-Y1 PAM-ag	S1P4 antag	p97 inhibitor	EP2 modulator	EP2 antag	eIF4E-4G inh	NPY2 pot ag	NPY-Y1 antag
C=C(Br)Cn1c(CC)nc2ccccc21	-1.9	0	-7	1	10	8	2	-10	0
CCNC(=O)COc1ncnc2scc(-c3ccc(F)cc3)c12	-0.1	-17	-5	4	-30	8	5	7	1
CCC(C)N1C(=O)S/C(=C/c2ccc(Sc3nc4ccccc4[nH]3)o2)C1=O (configuration not stated)	2.1	10	-16	3	-6	8	4	-3	-3
CCOC(=O)CN1C(=O)S/C(=C/c2ccc3c(c2)n(C)c(=O)n3C)C1=O	-0.2	-5	-4	-2	21	10	-2	11	-1
COc1cc2nc(=S)n3[nH]c(COc4ccccc4C)nc3c2cc1OC	-1.1	-4	-4	-6	8	5	5	-5	6
CC(C)CN1C(=O)c2ccc(C(=O)Nc3nccs3)cc2C1=O	0.1	6	6	0	6	/	0	-10	0
Cc1ccc(-c2nc(CSCC(=O)N3CCOCC3)c(C)o2)cc1	2.0	8	-3	-2	-40	2	/	1	3
CCOc1ccccc1NC(=O)c1ccccc1-c1nc(-c2ccccc2OC)no1	0.5	-74	-3	-8	44	6	0	-73	43*
